UTI89 phage lysis: protection from phage-mediated lysis, alamar blue read-out – E. coli UTI89, K1F phage, bacterial capsule biogenesis inhibitors (AID 488966). E. coli UTI89 K1F phage lysis, alamar blue, 2 h; higher % means a stronger effect. inhibition, % at 100 µM, or IC50 in µM where a hit was titrated. 340,000 tested, 0.02% active;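 active = phage lysis inhibition, versus mean bacterial control, above a set limit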;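 note: capsule biogenesis inhibitors block K1F phage lysis so surviving cells raise fluorescence; higher fluorescence means more inhibition of phage lysis; actives were called in the ten point dose series up to 300 µM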
CSM14.1 death rescue: protection against thapsigargin-triggered cell killing – 384-well, CSM14.1, ATP luminescence, primary screen (AID 1222). 190,000 tested, under 10 active. cellular ATP content (survival), % at 20 µM; hits with a dose series show EC50 in µM. CSM14.1 thapsigargin-induced death rescue, ATP luminescence; higher % means a stronger effect;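 active = EC50 below 50 µM in the dose-response confirmation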;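 note: death triggered by thapsigargin at about 15 µM added after 2 h compound pretreatment; cell ATP read after overnight thapsigargin exposure of roughly 18 to 22 hours; normalized against plate controls of thapsigargin alone and 5% DMSO vehicle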
human PMI inhibitors: human PMI inhibitors, high substrate, primary screen, biochemical, fluorescence intensity, high mannose 6-phosphate (AID 1220); recombinant PMI enzyme, coupled fluorescence intensity; higher % means a stronger effect; inhibition, % at 20 µM, or IC50 in µM where a hit was titrated; 190,000 tested, 0.66% active
TNAP activators: stimulation of alkaline phosphatase TNAP activity – biochemical, luminescent, no phosphate acceptor, uHTS, primary screen (AID 1001) | purified TNAP, luminescent activation assay, no phosphate acceptor; higher activation fold means a stronger effect | activation fold at 20 µM, or EC50 in µM where a hit was titrated | 200,000 tested, 0.03% active; in the data active = activation fold from about 3, or a potency from the dose series; inactive = the rest, 99 in 100 with activation fold below about 1.6; note: many of its hits are not listed in these tables
Myeloid diff MLP: compounds promoting myeloid differentiation; 360,000 tested, 1% active; AID 624256; calls only at 10 µM; ER-HoxA9 myeloid progenitors, lysozyme-GFP differentiation, flow cytometry;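 active = normalized GFP-positive differentiation at or above the plate's own cutoff, the solvent-only control mean plus 3 SD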;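 note: cells exposed to compound for four days before flow analysis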
M1AAP inhibition: malaria alanyl aminopeptidase activity blockers – biochemical, fluorogenic H-Leu-NHMec substrate, 1536-well (AID 1445) | recombinant M1AAP, H-Leu-NHMec fluorogenic kinetic assay; higher % means a stronger effect | one-dose inhibition, % at 30 µM; IC50 in µM for titrated hits | 220,000 tested, 0.42% active;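 active = primary inhibition above the hit cutoff, then over 50% inhibition at one or more dose response concentrations, cut at about 23% in these data, passing the limit was not always enough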;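 note: plate controls were DMSO full reaction for no effect and no enzyme background for full effect; strong numbers were not always called active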
human PMI inhibition: MPI enzyme activity inhibition – biochemical, fluorescence intensity, coupled assay, primary screen (AID 1209); purified PMI enzyme, coupled fluorescence intensity; higher % means a stronger effect; inhibition, % at 20 µM, or IC50 in µM where a hit was titrated; 190,000 tested, 0.42% active;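 note: plate controls were DMSO vehicle for no effect and wells lacking substrate for full effect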
Lipid droplet: hepatic lipid droplet formation modulation; AML12 mouse hepatocytes, oleate lipid droplets, BODIPY imaging; 240,000 tested, 0.4% active; AID 1656; inhibition, % at 6.5 µM;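 active = lipid droplet intensity inhibited by at least 50%, with more than 500 cells counted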
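Material – AML12 mouse liver cells · Also added – oleate loading, 100 µM · Compound dosing – 6.5 µM single-point dosing · Times – overnight treatment with compound plus oleate · Measured by – fluorescence imaging, 20x objective, two fields per well · Read-out – percent inhibition of filter-corrected integrated lipid droplet intensity per well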
WT yeast gro inh: growth inhibition of WT yeast, mitochondrial fusion screen | mitochondrial fusion phenotypic screen, WT strain | inhibition, % at 10 µM | 190,000 tested, 2.1% active | AID 1362; in the data active = inhibition above about 58%; tested in S. cerevisiae
WT yeast gro inh mutant strain: also measured in WT yeast gro inh; calls as there; inhibition, %; mitochondrial fusion phenotypic screen, mutant strain inhibition
Lipid droplet cells 6.5 µM: further read-out of Lipid droplet, marked with its call; cell count; measured here: cell count, cytotoxicity flag;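 cells counted across two imaged fields per well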
Myeloid diff MLP GFP+ MAC1+ %: also measured in Myeloid diff MLP; calls as there; GFP+ MAC1+ double positive, %; measured here: differentiation confirmed by MAC1 staining
Numbers without * were called inactive; i = inactive; nt = not tested or not shown; [ ] = another dose, or the depositor's remark. Cut-off read from the data, not from the text of the source, unless noted: active = inhibition above about 50%; inactive = the rest. An unsorted share of the library; 4.6% or so of the library scored in one or more.

SMILES	UTI89 phage lysis	CSM14.1 death rescue	human PMI inhibitors	TNAP activators	Myeloid diff MLP	Myeloid diff MLP GFP+ MAC1+ %	M1AAP inhibition	human PMI inhibition	Lipid droplet	Lipid droplet cells 6.5 µM	WT yeast gro inh	WT yeast gro inh mutant strain
Cc1cc(C)c(NC(=O)CN2CCOCCOCCOCCOCC2)c(C)c1	-0.1%	nt	nt	nt	i	0.9	0%	nt	nt	nt	-10	5
Fc1ccc(N/N=C/c2ccncc2)c(F)c1	-0.1%	-2.8%	-27%	1.1	i	0.6	4%	-23%	-6	701	27	22
N#Cc1ccc(OCC(=O)OCC(=O)Nc2cc(C(F)(F)F)ccc2N2CCOCC2)cc1	0.2%	-2.0%	-3%	1.1	i	0.3	-2%	6%	0	566	-5	0
CCOC(=O)c1c(NC(=O)c2ccccc2C)sc2c1CC(C)(C)OC2	0.2%	6.6%	15%	1.1	i	1.1	12%	13%	18	826	22	-13
Cc1ccc2nc(-c3ccc(NC(=O)C(C)N4C(=O)c5ccccc5C4=O)cc3)sc2c1 (stereo unspecified)	2.9%	-2.3%	12%	1.1	i	0.9	-3%	18%	-18	681	27	4
Cc1cc(C)n(CC(=O)c2cccc(N)c2)n1	-0.1%	1.1%	11%	1	i	0.8	16%	10%	4	547	6	9
CCCCNC(=O)/C=C/c1ccc(OC)c(Br)c1	3.6%	-0.5%	14%	1.2	i	7.2	5%	11%	-11	683	-7	-8
Cc1nc(C(=O)N2CCCC(C(=O)c3ccc(Cl)cc3)C2)cs1 (stereo unspecified)	1.5%[50 µM]	nt	nt	nt	i	0.1	10%	nt	2	766	nt	nt
O=C(CSc1nnc(NC(=O)C2CC2)s1)Nc1ccc(F)cc1	0.5%	-1.3%	-8%	1.1	i	0.9	2%	-6%	nt	nt	-2	1
COc1ccc(C2C(C(N)=O)=C(C)Nc3nc(-c4cccc(Cl)c4)nn32)cc1OC (stereo unspecified)	-0.3%	-3.8%	3%	1.1	i	1.6	1%	6%	-1	752	-2	8
CO/N=C\Cc1oc(=O)c(NC(=O)c2ccccc2)cc1C(=O)OC	0.5%	1.1%	-42%	1.2	i	0.8	4%	-24%	nt	nt	-18	-12
C=CCN=C(NC#N)SCC(=O)NCc1ccccc1	0.1%	-0.2%	16%	1.2	i	1.5	18%	13%	nt	nt	-6	-5
Cc1cc(NC(=O)CN2C(=O)NC(CCc3ccccc3)C2=O)no1 (stereo unspecified)	-0.4%	-2.3%	-4%	1.1	i	1.0	-10%	-3%	18	761	-2	-5
O=C1c2cccc3cccc(c23)C(=O)N1CCCSc1ncn[nH]1	0.0%	4.8%	-8%	0.8	i	0.9	11%	-11%	-18	683	52	19
O=C(Nc1ccc(S(=O)(=O)N2CCCc3ccccc32)cc1)C1CCCO1 (stereo unspecified)	0.8%	-2.5%	11%	1.1	i	0.4	-7%	15%	-16	688	-13	-16
O=C(NNc1ccc(F)cc1F)c1c(F)cccc1Cl	0.3%	nt	nt	nt	i	0.2	-1%	nt	18	721	nt	nt
Cc1ccsc1-c1ccnc(-n2cccc2)n1	0.2%	-2.8%	-2%	1.1	i	1.8	6%	-3%	nt	nt	-10	18
COc1cc2cc(CN(CCc3cccc(C)c3)C(=S)NCCCN3CCOCC3)c(=O)[nH]c2cc1OC	0.1%	-1.5%	6%	1	i	0.7	6%	10%	10	691	3	-10
COc1ccccc1CCNCc1ccc(OC)c(OCc2ccccc2)c1	2.5%	-1.9%	9%	1.1	i	6.3	4%	14%	-26	668	-6	5
CCc1nnc(NC(=O)CSc2nc(C3CCCCC3)nc3ccccc23)s1	0.1%	5.2%	-7%	1.1	i	0.4	4%	-4%	nt	nt	31	17
c1ccc(Oc2ccc(-c3ccn[nH]3)cc2)cc1	0.1%	nt	nt	nt	i	0.4	3%	nt	-2	683	nt	nt
O=C(C/C=N/OCc1ccc(Cl)cc1Cl)c1ccc(Cl)cc1	1.0%	-0.2%	3%	1.1	i	0.9	4%	-2%	nt	nt	37	20
Cc1ccc(OCC(=O)Nc2ccc(N3CCN(C(=O)c4ccco4)CC3)cc2)cc1	-0.1%	9.4%	-3%	1	i	0.1	0%	0%	-14	730	15	-7
COC(=O)Nc1ccc(S(=O)(=O)N2CCCCC2)cc1	0.0%	-1.9%	1%	1.1	i	0.8	2%	1%	nt	nt	-1	1
Cc1ccc(C(=O)OCC(=O)NCC(F)(F)F)cc1C	3.3%	-2.3%	-8%	1.1	i	0.1	5%	-9%	7	708	-3	-11
Cc1ccc(S(=O)(=O)c2nc(N3CCOCC3)sc2Cl)cc1	1.7%[50 µM]	nt	-32%	1.1	i	1.0	0%	-9%	-6	676	19	14
Cc1ccc(NC(=O)CSc2ccccc2NC(=O)c2ccccc2Cl)cc1Cl	10%	0.2%	12%	1.1	i	0.3	6%	22%	-17	674	20	-13
COC(=O)c1ccc(/C=C2\N=C(SC)SC2=O)cc1	-0.7%	0.8%	-4%	1.1	i	1.2	7%	3%	0	734	14	16
Cc1nnc(NC(=O)C2CCCN2S(=O)(=O)c2ccc(Cl)cc2)s1 (stereo unspecified)	0.0%	-0.2%	-9%	1.2	nt	nt	2%	-6%	1	661	1	-10
CO/N=C/c1ccc(N2CCN(C(=O)c3cccc(Cl)c3)CC2)c([N+](=O)[O-])c1	0.1%	-3.5%	-1%	1	i	1.3	-1%	0%	nt	nt	37	22

For reference, part of the list above.
SMILES	UTI89 phage lysis	CSM14.1 death rescue	human PMI inhibitors	TNAP activators	Myeloid diff MLP	Myeloid diff MLP GFP+ MAC1+ %	M1AAP inhibition	human PMI inhibition	Lipid droplet	Lipid droplet cells 6.5 µM	WT yeast gro inh	WT yeast gro inh mutant strain
c1ccc(Oc2ccc(-c3ccn[nH]3)cc2)cc1	0.1%	nt	nt	nt	i	0.4	3%	nt	-2	683	nt	nt
O=C(C/C=N/OCc1ccc(Cl)cc1Cl)c1ccc(Cl)cc1	1.0%	-0.2%	3%	1.1	i	0.9	4%	-2%	nt	nt	37	20
Cc1ccc(OCC(=O)Nc2ccc(N3CCN(C(=O)c4ccco4)CC3)cc2)cc1	-0.1%	9.4%	-3%	1	i	0.1	0%	0%	-14	730	15	-7
COC(=O)Nc1ccc(S(=O)(=O)N2CCCCC2)cc1	0.0%	-1.9%	1%	1.1	i	0.8	2%	1%	nt	nt	-1	1

More records:
SMILES	UTI89 phage lysis	CSM14.1 death rescue	human PMI inhibitors	TNAP activators	Myeloid diff MLP	Myeloid diff MLP GFP+ MAC1+ %	M1AAP inhibition	human PMI inhibition	Lipid droplet	Lipid droplet cells 6.5 µM	WT yeast gro inh	WT yeast gro inh mutant strain
COc1ccccc1N(C(=O)Cn1nnc2ccccc21)C(C(=O)NCc1ccco1)c1ccc(C)o1 (stereo unspecified)	-0.6%	-0.9%	14%	1.1	i	1.1	3%	5%	nt	nt	-4	-4
COc1ccc(NC(=O)C2(c3ccccc3)CCCC2)cc1	-0.4%	0.0%	14%	0.9	i	0.1	4%	19%	-2	722	-3	-9
CC(C)OC(=O)c1nnn(-c2nonc2N)c1CN1CCCCCC1	2.6%	0.8%	11%	1.1	i	4.5	-3%	13%	-4	590	-9	-11
O=C(CN1C2=NCCCN2c2ccccc21)c1cccs1	1.4%	-0.9%	-6%	1.1	i	0.7	-1%	-4%	nt	nt	12	-1
O=C(COc1ccc2ccccc2c1)Nc1nc2ccccc2[nH]1	-1.9%	5.4%	-1%	1.2	i	1.8	-10%	8%	13	772	22	12
Cc1cc(CSc2ccccc2)ccc1NC(=O)c1ccc(Br)cc1	0.0%	-2.2%	-10%	1.3	i	0.3	12%	1%	13	670	0	12
Cc1oc(/C=N/NC(=O)CN(c2ccccc2Cl)S(C)(=O)=O)cc1Br	-0.3%	24%	7%	1.2	i	0.4	4%	5%	-17	588	0	3
O=C(NN=C(Cc1ccccc1)Cc1ccccc1)c1ccccc1F	-0.2%	-0.4%	10%	1.1	i	0.1	-2%	6%	8	676	-20	13
CCOC(=O)C1CCN(C(=O)Cc2ccccc2OC)CC1	-1.6%	-0.9%	-8%	1.2	i	0.4	8%	-6%	2	775	-6	-7
OCC[C@H]1C[C@@H](O)[C@H](O)[C@]2(CCCCO2)O1	-0.2%	nt	nt	nt	i	1.4	6%	nt	-14	691	nt	nt
COc1cccc(OCCOc2cccc(/C=N/n3cnnc3)c2)c1	-0.4%	-0.1%	6%	1	i	1.5	2%	6%	0	520	7	-3
O=C(ON=C1CCN(c2ccc([N+](=O)[O-])cc2)CC1)c1ccccc1	1.8%	-1.1%	2%	1	i	1.6	45µM*	6%	nt	nt	28	27
COc1cccc(/C=N/NC(=O)C(=O)NCc2cccnc2)c1	3.4%	-0.6%	13%	1.1	i	1.5	3%	10%	nt	nt	13	6
COC(=O)c1cc(Br)c(=O)n(CCc2ccccc2)c1	-0.6%	-0.7%	-2%	1.1	i	0.9	-4%	-7%	nt	nt	28	7
CC(C)Cn1c(=S)[nH]c2cc(Cl)ccc21	0.4%	0.7%	12%	0.9	i	0.4	2%	11%	9	714	28	35
CCCCN1C(=O)C2ON(c3ccccc3C)C(c3ccco3)C2C1=O (stereo unspecified)	-0.1%	-1.6%	14%	1	i	4.5	-5%	18%	-7	736	31	35
c1ccn2cc(-c3ccc4c(c3)OCCO4)nc2c1	1.7%	-3.6%	-8%	1	i	0.5	12%	-27%	-14	701	54	42
CCOC(=O)C(C)c1nc2ccccc2[nH]c1=O (stereo unspecified)	0.8%	-3.7%	11%	1	i	6.9	2%	9%	-1	753	73*	14*
COC(=O)c1cc(=O)n(CCc2ccccc2)c(=Nc2ccc(F)cc2)s1	2.7%	-1.5%	24%	1.1	i	3.9	15%	20%	-5	589	7	6
COC(=O)[C@@H]1C[C@@H]2CC[C@@H](O)C[C@@H]2N1Cc1ccccc1OS(=O)(=O)c1ccc(C)cc1	0.4%	nt	nt	nt	i	2.9	3%	nt	6	632	nt	nt
Nc1ccc(SCCN2C(=O)c3ccccc3C2=O)cc1	0.3%	-3.2%	5%	1	i	0.6	9%	8%	4	805	-7	9

Pulled one by one from the list above (3):
SMILES	UTI89 phage lysis	CSM14.1 death rescue	human PMI inhibitors	TNAP activators	Myeloid diff MLP	Myeloid diff MLP GFP+ MAC1+ %	M1AAP inhibition	human PMI inhibition	Lipid droplet	Lipid droplet cells 6.5 µM	WT yeast gro inh	WT yeast gro inh mutant strain
CCOC(=O)C(C)c1nc2ccccc2[nH]c1=O (stereo unspecified)	0.8%	-3.7%	11%	1	i	6.9	2%	9%	-1	753	73*	14*
COC(=O)c1cc(=O)n(CCc2ccccc2)c(=Nc2ccc(F)cc2)s1	2.7%	-1.5%	24%	1.1	i	3.9	15%	20%	-5	589	7	6
Nc1ccc(SCCN2C(=O)c3ccccc3C2=O)cc1	0.3%	-3.2%	5%	1	i	0.6	9%	8%	4	805	-7	9
